Screens as filed in PubChem.
LDHA inh: blocks human lactate dehydrogenase A. purified LDHA, NADH/diaphorase-resazurin fluorescence; hits give low values. activity change, % (values are at about 110 or 230 µM). P00338. 480,000 compounds, 0.15% hits; in the data active = activity change below about -30%; inconclusive = mostly about -25% to -30%;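 also: plate controls were DMSO wells for no effect and wells without enzyme for full effect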
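LDH5 2 nM; NADH 0.06 mM, pyruvate 0.2 mM; 200 mM Tris pH 7.4, EDTA, Tween-20; 5 min RT. Detection: diaphorase 0.133 mg/mL + resazurin 37 µM, fluorescence ex540/em590 at 0 and 20 min; normalized to enzyme-free and DMSO wells.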
D1 ag: human D1 receptor agonism. P21728. HEK293 T-REx D1 cells, calcium flux, agonist mode. activation, % at 2 µM. 360,000 compounds, 1% hits. AID 504660; in the data active = activation above about 30%; also: 0% is about no effect
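Agonism was scored from calcium flux recorded over 180 s (1 read/s) after pintool compound addition, following a 10-cycle baseline. Cells were inducible force-coupled HEK293 TREx D1, plated overnight at 30 C and loaded with no-wash calcium dye.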
D1 PAM: potentiators of human D1 dopamine receptor | P21728 | HEK293 TREx D1 cells, calcium flux, dopamine EC20 potentiation | potentiation, % at 10 µM | 360,000 compounds, 0.036% hits; in the data active = potentiation above about 30%; also: 0% is about no effect
Glioma ERSR ind: ER stress response induction in glioma; U87-MG GRP78 promoter luciferase reporter, 16 h; AID 602332; Potency, µM, inactives show top-dose activation, hits mostly activators; 420,000 compounds, 0.02% hits; also: potency is read from the fitted curve at half-maximal effect; series mostly up to about 76 µM; % of control where 0% means no effect; nearly all actives have a fitted effect of over 35% in size
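Stably transfected U87-MG human glioma cells carrying a GRP78-based luminescent sensor were seeded at 1000 cells/well, pin-dosed with compounds and incubated 16 h. Luciferase reagent was then added, and end-point luminescence was read after 10 min at room temperature.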
Vif-APOBEC3F blk: Vif-A3F binding inhibition | HeLa A3F-eYFP + Vif (tagged APOBEC3F with the HIV-1 protein that degrades it), YFP fluorescence increase | Potency, µM (top dose mostly 46.1 µM), inactives show at the top dose activity, negative = active | 390,000 compounds, 0.2% hits; also: potency is read from the fitted curve at half-maximal effect; % of control where 0% means no effect; nearly all actives have a fitted effect of over 65% in size
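HeLa cells stably expressing A3F-eYFP plus Vif, plated and incubated overnight at 37 deg C, then exposed to compounds overnight at 37 deg C. Blocked degradation read as raised yellow fluorescence (Ex 488/Em 500-530).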
D2 potentiator: positively modulates the human D2 dopamine receptor allosterically; P14416; HEK293 T-REx D2, calcium flux, EC20 dopamine potentiation; potentiation, % at 10 µM; 340,000 compounds, 0.34% hits;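 active = potentiation over 3 SD above the plate norm, cut at about 30% in these data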; also: 0% is about no effect
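Tetracycline-induced HEK293 T-REx cells force-coupled to calcium signalling expressed D2; compounds were pin-added after a 10 s baseline, read kinetically 180 s, then an EC20 dopamine challenge followed with a further 180 s calcium read.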
Vif-A3G inh: Vif-A3G binding inhibition | Q9HC16 | HeLa A3G-eYFP + Vif (tagged APOBEC3G with the HIV-1 protein that degrades it), YFP fluorescence, overnight | Potency, µM (series often up to 46.1 µM), without a hit: at the highest dose activity, negative = active, hits mostly inhibitors | 410,000 compounds, 0.076% hits | AID 602310;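 also: potency is read from the fitted curve at half-maximal effect; % is scaled to controls: 0 for no effect and ±100 for the full control effect; nearly all actives have a fitted effect of over 60% in size; hits raise eYFP signal because A3G escapes Vif-driven loss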
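Read-out is eYFP fluorescence (Ex 488/Em 500-530) from Vif-expressing HeLa A3G-eYFP cells; more signal means A3G escaped Vif-mediated degradation. Cells plated overnight, compound pinned in, incubated overnight at 37 deg C.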
D1 antag: antagonists of human D1 dopamine receptor; HEK293 TREx D1 cells, calcium flux, dopamine EC80; hits give low values; activity change, negative = inhibition, % at 10 µM; 360,000 compounds, 3.2% hits; in the data active = activity change below about -30%; also: % is scaled to controls: 0 for no effect and ±100 for the full control effect
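Compound effects on dopamine-evoked calcium signalling were measured in tetracycline-induced HEK293 Trex D1 cells. Dopamine at EC80 followed a 180 s compound pre-read, and fluorescence was tracked kinetically for 180 s more.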
RXFP1 agonist: agonists of human relaxin receptor RXFP1; HEK293T-RXFP1 cAMP TR-FRET, 30 min; response scale: percent of porcine relaxin response, buffer zero; Potency, µM (highest dose often 57.5 µM), without a hit: top-dose activation, most hits filed as activators; 370,000 compounds, 0.3% hits; AID 2676; also: potency is read from the fitted curve at half-maximal effect; % is scaled to controls: 0 for no effect and ±100 for the full control effect; nearly all actives have a fitted effect of over 60% in size; many of its hits are not listed in these tables
Target sequence (Q9HBX9 whole entry, looked up): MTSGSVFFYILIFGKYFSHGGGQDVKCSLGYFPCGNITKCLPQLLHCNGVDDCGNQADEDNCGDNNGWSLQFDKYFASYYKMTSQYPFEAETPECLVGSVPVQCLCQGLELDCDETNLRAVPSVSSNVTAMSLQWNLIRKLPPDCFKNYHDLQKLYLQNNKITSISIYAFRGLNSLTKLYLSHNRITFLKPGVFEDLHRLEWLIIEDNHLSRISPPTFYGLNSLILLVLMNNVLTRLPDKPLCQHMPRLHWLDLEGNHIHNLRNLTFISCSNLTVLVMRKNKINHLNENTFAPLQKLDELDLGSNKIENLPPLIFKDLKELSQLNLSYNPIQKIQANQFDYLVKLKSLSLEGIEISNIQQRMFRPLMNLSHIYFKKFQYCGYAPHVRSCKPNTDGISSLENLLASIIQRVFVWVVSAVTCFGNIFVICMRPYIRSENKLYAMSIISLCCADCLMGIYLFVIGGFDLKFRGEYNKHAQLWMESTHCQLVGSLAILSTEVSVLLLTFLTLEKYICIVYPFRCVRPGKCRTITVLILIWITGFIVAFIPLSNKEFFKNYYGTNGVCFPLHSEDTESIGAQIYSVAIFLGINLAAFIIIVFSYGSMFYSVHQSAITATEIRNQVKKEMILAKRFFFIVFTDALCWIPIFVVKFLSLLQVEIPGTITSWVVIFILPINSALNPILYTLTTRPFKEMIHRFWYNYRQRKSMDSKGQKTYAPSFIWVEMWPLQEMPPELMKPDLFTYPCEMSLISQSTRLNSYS
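HEK293 cells stably expressing RXFP1, treated 30 min at 37C with compounds plus PDE4 inhibitor Ro 20174; cAMP measured by HTRF TR-FRET. Normalized to buffer and 29 nM porcine relaxin; EC50 by Hill fit.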
Numbers without * were called inactive. Unless noted, calls follow the shape of the dose curve; as a rule, active = well fitted curve in the direction sought with a large enough effect; inconclusive = small, poorly fitted or top-dose-only effect, or another doubt; inactive = no such curve, though single readings can be large; an effect the other way counts as inactive or inconclusive. Only part of the results is shown; rates above refer to the full screens.

COc1ccc(/C=C/C(=O)Nc2cccnc2)cc1OC was read as LDHA inh -7.1, D1 ag 2.8, D1 PAM -11.2, Glioma ERSR ind 0.9%, Vif-APOBEC3F blk -1.1%, D2 potentiator -0.3, Vif-A3G inh 0.1%, D1 antag -5.7 and RXFP1 agonist 2.8%.
For CCCCCn1c(=O)c(C(=O)OCC)c(O)c2ccccc21 the results were LDHA inh 2.7, D1 ag -2.1, D1 PAM 1.7, Glioma ERSR ind 5.2%, Vif-APOBEC3F blk 3.7%, D2 potentiator 9.1, Vif-A3G inh -6.1%, D1 antag 9.6 and RXFP1 agonist -3.7%.
Cc1cnc(C(=O)OCC(=O)N2C(C)CCCC2C)cn1 (stereo not drawn) was read as LDHA inh -1.5, Glioma ERSR ind -5.6%, Vif-APOBEC3F blk 11.0% and Vif-A3G inh -5.0%.
Screening COc1ccc(-c2ccc(SCC(=O)c3cccs3)nn2)cc1OC returned LDHA inh -7.1, D1 ag -0.2, D1 PAM -3.8, Glioma ERSR ind 0.0%, Vif-APOBEC3F blk -3.2%, D2 potentiator 4.3, Vif-A3G inh -5.0%, D1 antag -3.1 and RXFP1 agonist 1.9%.
For CCOC(=O)/C(C#N)=C\c1ccc2c(c1)OCO2 the results were LDHA inh -2.0, Glioma ERSR ind -6.2%, Vif-APOBEC3F blk -29.6% and Vif-A3G inh -2.8%.
Cn1c(SCc2ccccc2C#N)nc2ccccc2c1=O was read as LDHA inh 1.8, D1 ag 2.2, D1 PAM 4.9, Glioma ERSR ind 3.7%, Vif-APOBEC3F blk -28.1%, D2 potentiator 12.7, Vif-A3G inh -12.0%, D1 antag -2.6 and RXFP1 agonist 0.1%.
CC(C)C(=O)Nc1sc2c(c1-c1nc3ccccc3[nH]1)CCCC2 was read as LDHA inh -2.7, D1 ag 1.4, D1 PAM -2.9, Glioma ERSR ind -8.8%, D2 potentiator -4.1, Vif-A3G inh -6.0%, D1 antag 5.4 and RXFP1 agonist 2.7%.
O=C(Nc1cccnc1)C1COc2ccccc2O1 (stereo not drawn) was read as LDHA inh -0.8, D1 ag 6.2, D1 PAM -7.9, Glioma ERSR ind -3.9%, Vif-APOBEC3F blk 0.9%, D2 potentiator 41.2*, Vif-A3G inh 2.5%, D1 antag -7.7 and RXFP1 agonist -0.3%.
O=C(Cc1ccccc1)N/N=C/c1ccc(OCC(=O)Nc2ccccc2)cc1 was read as LDHA inh -4.2, D1 ag 4.9, D1 PAM -5.0, Glioma ERSR ind 0.0%, Vif-APOBEC3F blk -9.8%, D2 potentiator 0.0, Vif-A3G inh -0.5%, D1 antag -13.1 and RXFP1 agonist 0.9%.
Screening CCOc1ccccc1NC(=O)COC(=O)/C=C/c1cccs1 returned LDHA inh -2.5, Glioma ERSR ind -1.6%, Vif-APOBEC3F blk -11.6% and Vif-A3G inh 3.1%.

The closing two compounds of the section above open the next one.
O=C(Cc1ccccc1)N/N=C/c1ccc(OCC(=O)Nc2ccccc2)cc1 was read as LDHA inh -4.2, D1 ag 4.9, D1 PAM -5.0, Glioma ERSR ind 0.0%, Vif-APOBEC3F blk -9.8%, D2 potentiator 0.0, Vif-A3G inh -0.5%, D1 antag -13.1 and RXFP1 agonist 0.9%.
Screening CCOc1ccccc1NC(=O)COC(=O)/C=C/c1cccs1 returned LDHA inh -2.5, Glioma ERSR ind -1.6%, Vif-APOBEC3F blk -11.6% and Vif-A3G inh 3.1%.
Screening CCn1ncc([N+](=O)[O-])c1C(=O)Nc1ccc(C)c(C)c1 returned LDHA inh -3.7, D1 ag 2.7, D1 PAM 6.2, Glioma ERSR ind -0.1%, Vif-APOBEC3F blk 6.0%, D2 potentiator 10.8, Vif-A3G inh 9.1%, D1 antag 4.6 and RXFP1 agonist 2.9%.
For COc1ccnc(Oc2ccccc2)c1C(=O)N/C=N/OCc1ccc(F)cc1Cl the results were LDHA inh 0.2, D1 ag 13.5, D1 PAM 0.5, Glioma ERSR ind 0.2%, Vif-APOBEC3F blk -2.2%, D2 potentiator 11.3, Vif-A3G inh 1.5%, D1 antag 10.9 and RXFP1 agonist 5.1%.
Screening CCCCn1c(N)c(N(CC(C)C)C(=O)CSc2nnc(C)n2-c2ccccc2)c(=O)[nH]c1=O returned LDHA inh -4.0, Glioma ERSR ind -4.3%, Vif-APOBEC3F blk -4.5% and Vif-A3G inh -1.8%.
O=C(COC(=O)CCNS(=O)(=O)c1ccccc1)Nc1ccc(OC(F)F)cc1 was read as LDHA inh 2.8, D1 ag 1.0, D1 PAM 5.8, Glioma ERSR ind -0.4%, Vif-APOBEC3F blk -5.7%, D2 potentiator 26.4, Vif-A3G inh 2.3%, D1 antag -15.3 and RXFP1 agonist -1.9%.
For CSCCC(NC=O)C(=O)NC(C)C(=O)O (stereo not drawn) the results were LDHA inh -12.6, Glioma ERSR ind -0.9%, Vif-APOBEC3F blk 7.4% and Vif-A3G inh 2.1%.
Screening CCCCN(C(C)=O)c1ccc(S(=O)(=O)NC2=NCCCCC2)cc1NC(C)=O returned LDHA inh -3.1, Glioma ERSR ind -1.1%, Vif-APOBEC3F blk 1.7% and Vif-A3G inh -8.1%.
For O=C(NC(=S)Nc1nc2c(s1)CCCC2)c1ccc(C(=O)c2ccccc2)cc1 the results were LDHA inh -1.2, D1 ag 4.0, D1 PAM 6.8, Glioma ERSR ind -2.9%, Vif-APOBEC3F blk -14.6%, D2 potentiator 5.9, Vif-A3G inh -2.6%, D1 antag 0.3 and RXFP1 agonist 0.4%.
O=C(C=Cc1cccc(Cl)c1)c1ccccc1 was read as LDHA inh -10.1, Glioma ERSR ind -6.4%, Vif-APOBEC3F blk -2.8% and Vif-A3G inh inconclusive.
For Cc1ccc(C2=Nc3ccccc3N(CC(=O)Nc3ccccc3C)C(=O)C2)cc1C the results were LDHA inh -2.2, D1 ag 2.2, D1 PAM 0.6, Glioma ERSR ind 2.0%, Vif-APOBEC3F blk inconclusive, D2 potentiator -9.4, Vif-A3G inh -9.3%, D1 antag 16.1 and RXFP1 agonist -0.9%.
Screening O=C(C[n+]1cccc(C(=O)Nc2ccccc2)c1)c1ccc([N+](=O)[O-])cc1 returned LDHA inh 0.8, D1 ag 8.9, Glioma ERSR ind -1.8%, Vif-APOBEC3F blk 5.5%, D2 potentiator 8.2, Vif-A3G inh -1.1%, D1 antag -17.0 and RXFP1 agonist -2.1%.
`O=S(=O)([O-])CCC[n+]1c(SCCCS(=O)(=O)O)sc2ccc(Cl)cc21` gave LDHA inh -2.6, D1 ag 0.8, D1 PAM 0.8, Glioma ERSR ind -3.5%, Vif-APOBEC3F blk 0.0%, D2 potentiator 7.9, Vif-A3G inh 0.1%, D1 antag 11.1 and RXFP1 agonist 6.0%.
`CN(C)/C=C(\C#N)C(=O)N/N=C/c1ccccc1` gave LDHA inh -0.3, D1 ag 2.6, D1 PAM -0.3, Glioma ERSR ind -0.7%, Vif-APOBEC3F blk -10.7%, D2 potentiator 9.3, Vif-A3G inh -5.8%, D1 antag -30.6* and RXFP1 agonist 0.5%.
For Cc1cc(SCC(=O)OC(C)C(=O)N(C)c2ccccc2)nc2ccccc12 (stereo not drawn) the results were LDHA inh -4.2, D1 ag 7.8, D1 PAM 3.4, Glioma ERSR ind -3.6%, Vif-APOBEC3F blk -20.0%, D2 potentiator -1.3, Vif-A3G inh -5.1%, D1 antag -3.3 and RXFP1 agonist 2.1%.
CCN(CC)S(=O)(=O)c1ccc(S(=O)(=O)N(CC(=O)Nc2ccccc2)Cc2ccco2)cc1 was read as LDHA inh -4.0, D1 ag 4.2, D1 PAM -4.2, Glioma ERSR ind -3.5%, Vif-APOBEC3F blk -5.0%, D2 potentiator 13.9, Vif-A3G inh 1.8%, D1 antag -2.7 and RXFP1 agonist 0.3%.
COc1ccc2c(c1)c1c(c(=O)n(Cc3ccccc3)c(=O)n1CC(=O)Nc1cc(C)cc(C)c1)n2C was read as LDHA inh -3.7, D1 ag 0.7, D1 PAM 0.2, Glioma ERSR ind 12.8%, Vif-APOBEC3F blk -13.4%, D2 potentiator -5.1, Vif-A3G inh -1.3%, D1 antag 2.3 and RXFP1 agonist 0.0%.
Screening O=C1C=C(NC2=CC3OC(c4ccccc4)OCC3OC2=O)CCC1 (stereo not drawn) returned LDHA inh -2.2, D1 ag 3.0, D1 PAM -5.2, Glioma ERSR ind -6.2%, Vif-APOBEC3F blk 0.0%, D2 potentiator -11.3, Vif-A3G inh -25.3%, D1 antag -30.6* and RXFP1 agonist -0.6%.
O=C1C=CC2(C=C1)O[C@H](Cc1ccccc1)[C@@H](Cc1ccccc1)O2 was read as LDHA inh 6.1, Glioma ERSR ind -14.1%, Vif-APOBEC3F blk 12.5% and Vif-A3G inh inconclusive.
`CC12CCC(C(=O)N3CCc4ccccc43)(CC1=O)C2(C)C` (stereo not drawn) gave LDHA inh 1.6, D1 ag 4.1, D1 PAM -6.0, Glioma ERSR ind -1.5%, Vif-APOBEC3F blk -3.0%, D2 potentiator 9.0, Vif-A3G inh 0.9%, D1 antag -8.5 and RXFP1 agonist -0.8%.
O=C(O)CCN1C(=O)c2ccc(NC(=O)C(c3ccccc3)c3ccccc3)cc2C1=O was read as LDHA inh -0.7, D1 ag 1.3, D1 PAM 0.6, Glioma ERSR ind -2.9%, Vif-APOBEC3F blk -5.1%, D2 potentiator -5.6, Vif-A3G inh 1.6%, D1 antag -10.1 and RXFP1 agonist -1.8%.
`CCOc1ccc(NS(=O)(=O)c2ccc3c(c2)N(C(C)=O)CC3)cc1` gave LDHA inh -5.5, D1 ag 8.3, D1 PAM -4.8, Glioma ERSR ind -3.3%, Vif-APOBEC3F blk -3.0%, D2 potentiator -0.5, Vif-A3G inh 2.8%, D1 antag -32.1* and RXFP1 agonist -4.4%.
`CN(C)/C=C/C(=O)c1c(F)cccc1F` gave LDHA inh -1.7, D1 ag 9.2, D1 PAM -3.5, Glioma ERSR ind 0.8%, Vif-APOBEC3F blk -2.1%, D2 potentiator 3.1, Vif-A3G inh 9.4%, D1 antag 6.3 and RXFP1 agonist -1.1%.
